Screening results: PubChem BioAssay, National Center for Advancing Translational Sciences (NCATS)
ALOX12 inh: Primary qHTS assay for inhibitors of human arachidonate 12S-lipoxygenase (ALOX12): Round 2; Polyunsaturated fatty acid lipoxygenase ALOX12 (Homo sapiens), P18054; purified 12hLO, xylenol orange hydroperoxide absorbance; Potency, µM (doses to about 108 µM), inactives show top-dose activity change, negative = inhibition, hits mostly inhibitors; actives 1.1% (n = 580,000); AID 1671190, 2021; active means well fitted inhibition curve with a large enough effect; inconclusive means small, poorly fitted or top-dose-only effect, or another doubt; inactive means no such curve, though single readings can be large or run the other way
Target sequence (P18054 whole entry, looked up): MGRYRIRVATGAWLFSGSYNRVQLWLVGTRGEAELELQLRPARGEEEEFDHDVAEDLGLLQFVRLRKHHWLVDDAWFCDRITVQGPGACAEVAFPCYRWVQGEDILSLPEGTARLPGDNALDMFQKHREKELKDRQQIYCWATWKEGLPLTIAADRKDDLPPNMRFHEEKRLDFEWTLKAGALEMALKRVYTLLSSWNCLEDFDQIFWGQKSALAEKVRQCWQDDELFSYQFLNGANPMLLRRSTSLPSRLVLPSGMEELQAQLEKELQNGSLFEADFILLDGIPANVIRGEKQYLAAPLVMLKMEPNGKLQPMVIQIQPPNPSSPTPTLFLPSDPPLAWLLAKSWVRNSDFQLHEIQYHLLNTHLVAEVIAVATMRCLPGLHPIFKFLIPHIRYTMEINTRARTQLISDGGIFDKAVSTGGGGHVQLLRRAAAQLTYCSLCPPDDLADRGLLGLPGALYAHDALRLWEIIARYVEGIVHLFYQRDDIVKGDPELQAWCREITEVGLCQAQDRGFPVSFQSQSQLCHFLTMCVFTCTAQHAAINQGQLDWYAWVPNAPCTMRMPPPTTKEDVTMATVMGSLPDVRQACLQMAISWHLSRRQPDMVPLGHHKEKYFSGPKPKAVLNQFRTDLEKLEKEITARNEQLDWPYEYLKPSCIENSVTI
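Purified human 12hLO at 150 nM in 25 mM Hepes, 0.01% Triton X-100, pH 7.0, preincubated 15 min at room temperature with compound. Reaction started with 40 uM arachidonic acid, 30 min at room temperature. Hydroperoxide measured by Fe-xylenol orange, 573/405 nm absorbance ratio.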
Starred values were filed as active, the others as inactive; ? = inconclusive; ! = not confirmed by another sample; [ ] = remark or other dose. On the % scale 0 is the no-effect control and ±100 the full control effect; potency means the concentration at half of the fitted maximal effect. Only part of the results is shown, so the mix of outcomes need not match the whole.

SMILES | ALOX12 inh
NS(=O)(=O)c1ccc(-n2nc(C3CCOC3)nc2C2CCC2)cc1 (configuration not stated) | 28%
COCCCNc1nc2c([S+](=O)([O-])c3ccncc3)nnn2c2ccccc12 | -1%[6.33 µM]
CCC(=O)N1CCC(n2nccc2NC(=O)Nc2ccccc2OC)CC1 | -20%
O=C(NCc1ccco1)C1c2ccccc2C(=O)N(C2CCCC2)C12CCCCC2 (configuration not stated) | 5%
NC(=O)c1ccc(-c2nc3c([nH]2)CN(c2ncnc4ccsc24)CC3)cc1 | 82%[activator]
CC1(COc2ccccc2)COc2ccc(C(=O)NCc3cccs3)cc2N1 (configuration not stated) | ?
Cn1cc(-c2ccc3c(n2)CN(Cc2ccccc2)C(=O)CO3)cn1 | -2%[176 µM]
CCC(=O)N(C1CCOCC1)C1CCN(Cc2ccc(C)cc2)CC1 | -6%
Cc1ncccc1C(=O)N1CCC2(CC1)CC(CO)N(C(=O)c1ccccc1)C2 (configuration not stated) | 31%[activator]
CC(C)NC(=O)N1CCCC1c1noc(COc2ccc(F)cc2)n1 (configuration not stated) | 67%[activator]
COc1cc2c(c(O)c1OC)C1Cc3ccc(OC)c(OC)c3CN1CC2 (configuration not stated) | -16%
Cc1nc(CN2C[C@H](C(=O)N3CCN(c4ccccn4)CC3)C[C@@H]2c2ccc(F)cc2)cs1 | ?
CC(C)Nc1ncnc2c1CN(C1CCCNCC1)C(=O)CN2C (configuration not stated) | ?
CNC(=O)[C@@H]1CN(C(=O)Cc2ccc(OC)c(OC)c2)C[C@H]1COC | -2%
Cc1ccsc1CN1CCc2nc(N(C)Cc3cccnc3)[nH]c(=O)c2CC1 | 71%[activator]
CN1C(=O)C2(CCN(CC3CCCCC3)C2)c2ccccc21 (configuration not stated) | ?
COc1ccc([C@H]2C[C@@H](O)[C@@H](O)[C@@H]2NC(=O)c2ccc(C(F)(F)F)cc2)cc1 | -3%[176 µM]
CN1CCN(Cc2nc(C3(O)CCN(C(=O)Cc4ccccc4)CC3)cs2)CC1 | 24%[176 µM]
COC[C@@H]1CN(Cc2ccc(C#N)cc2)C[C@H]1C(=O)NC1CC1 | 4%
CC1(C)C[C@H](NC(=O)c2ccccc2)[C@@]2(CCC(=O)NC3CC3)CC[C@](C)(O)C[C@@H]12 | -29%[176 µM]
CCNC(=O)N1CCC2(CC1)N(C)C(=O)CS2=O (configuration not stated) | 31%[activator]
OC(CCc1ccccc1)C1CCN(Cc2nc(-c3ccccn3)no2)CC1 (configuration not stated) | 15%
COCCC(=O)N1CCC2(CC1)NCCc1c2[nH]c2ccccc12 | 58%
CC(C)CC(=O)N1C[C@@H]2CCCN3CCC[C@@H]([C@H]23)[C@H]1CCCC(=O)NCC1CC1 | 17%
O=C(NCCC1CCN(C(=O)Nc2ccc(F)cc2F)CC1)c1ccco1 | 36%
O=C(NCC1Cn2cccc2CN1Cc1cccnc1)Nc1ccccc1 (configuration not stated) | 132%[activator]
COCc1ccc2c(c1)c(OC(C)(C)C(=O)NCc1cnccn1)nn2Cc1cccc(OC)c1 | -10%
Cc1cc(C(=O)NCc2cccs2)c2c(C3CCNC3)noc2n1 (configuration not stated) | ?
O=C1CC(c2ccccc2)N(C(=O)CNC(=O)CN2CCCCCC2)CCCCCN1 (configuration not stated) | 48%[activator]
CC(CNC(=O)c1noc(-c2ccc(F)cc2)n1)c1ccccc1 (configuration not stated) | 4%
COC(=O)c1cc2c(c3c4ccccc4n(S(=O)(=O)c4ccc(C)cc4)c13)C(=O)N(Cc1ccccc1)C2 | ?
Cc1oc(-c2ccccc2NC(=O)c2cccnc2)nc1CNC(=O)c1ccc(N(C)C)cc1 | -1%
O=C(O)[C@H](Cn1ccc(=O)[nH]c1=O)NC1CCC1 | 16%[176 µM]
Cn1ccc(C(=O)N2CCCC(CCc3ccccc3C(F)(F)F)C2)n1 (configuration not stated) | 25%
CCS[C@H]1CCN2C(=O)c3cc(-c4ccccc4F)ccc3NC(=O)[C@H]12 | 3%[176 µM]
Oc1ccccc1CN1CCOC[C@H]1c1ncc(-c2cccc(Cl)c2)[nH]1 | 30%[activator][176 µM]
O=C(CCn1ccn2nc3c(c2c1=O)CCCC3)NCc1ccc2c(c1)OCO2 | 4%
COc1ccc(-c2cc(N3CCC(NC(=O)c4cccc(Cl)c4)C3)n[nH]2)cc1 (configuration not stated) | -2%
O=C(NCc1ccccc1)NC[C@H]1Cn2cc(-c3ccccc3)nc2CO1 | 18%[176 µM]
O=[S+]([O-])(c1cccnc1)c1nnn2c1nc(NCc1ccc(F)cc1)c1ccccc12 | 8%[6.33 µM]
O=C(Cc1ccccn1)N1CCn2c(nn(-c3ccc(F)cc3)c2=O)C1 | 7%
COc1ccc(S(=O)(=O)N2CC[C@H]3NC(=O)N(Cc4ccccc4)C(=O)[C@H]32)cc1 | 9%[176 µM]
COCCNC(=O)C[C@@H]1c2nc(NC(=O)c3ccnc(Cl)c3)sc2C[C@@H]2[C@](C)(CO)[C@H](O)CC[C@]21C | -5%
O=C(c1ccccc1F)N1CCCC2(CC(c3ccccn3)=NO2)C1 (configuration not stated) | 7%[6.33 µM]
Cc1ccc(NC(=O)N[C@H]2C[C@@](O)(C(=O)N[C@H](C)C(N)=O)C[C@@H](O)[C@@H]2O)cc1 | -4%[176 µM]
CCOC(=O)C1=C(Nc2ccc(Br)cc2)C(=O)N(CC)C1 | -18%
Cc1cccc(C(=O)NCc2nnc3cc(-c4nc(C(C)C)no4)ccn23)c1 | 48%[activator]
CC[C@H]1CN(C(=O)NC2CCCCC2)CC[C@H]1CC(=O)NCc1ccco1 | 21%[176 µM]
C[C@@H](NC(=O)c1ccc2c(c1)OCO2)c1onc(-c2ccc(Cl)cc2)c1C(=O)O | 7%[176 µM]
Cc1ccc(CNC(=O)c2noc(-c3ccc4c(c3)OCO4)n2)cc1 | 3%
(continued)
SMILES | ALOX12 inh
O=C1CC(NS(=O)(=O)N2CCCC2)CN1CCc1ccccc1 (configuration not stated) | 11%
CC1(c2noc(C3CC3)n2)CCN(C(=O)CCc2nc3ccc(Cl)cc3[nH]2)CC1 | 26%
CCn1ccc(C(=O)N2CCC3(CCCCO3)CC2)n1 | 19%
CC(C)(O)C#Cc1ccc(-c2nccn2-c2cccc(-n3cncn3)c2)cc1 | 117%[activator]
CCNC(=O)N1CCC(Cc2ccc(C(=O)NCCN3CCCCC3)cc2)CC1 | 12%
O=C(c1ccc(Cl)nc1)N1CCn2c(nn(-c3ccc(F)cc3)c2=O)C1 | 21%
CC(C)CNC(=O)N1CCC2(CC1)CC(N(C(=O)c1ccccc1)C1CC1)CCO2 (configuration not stated) | -3%
O=C(NCCc1ccncc1)C1CN(C(=O)CCc2ccccc2)CC12CCOCC2 (configuration not stated) | 30%
CNC(=O)[C@@H]1CN(S(=O)(=O)c2cc(F)ccc2C)C[C@H]1C1CCN(C)CC1 | ?
C[C@]12C=CC(=O)N[C@@H]1CC[C@H]1[C@H]3CC[C@@H](C(=O)Nc4cc(C(F)(F)F)ccc4C(F)(F)F)[C@@]3(C)CC[C@@H]12 | ?
CCNC(=O)[C@@H]1C[C@H](NC(=O)c2ccn(CC)n2)CN1C1CCOCC1 | -9%
Cc1ccccc1Oc1ncccc1CNCc1cccc(O)c1 | 28%
CNC(=O)[C@@H](c1ccccc1F)N1CCC[C@H]1C(=O)N(C)CCN(C)C | 10%[176 µM]
CCCCc1oc2ccc(NS(C)(=O)=O)cc2c1C(=O)c1ccc(OCCCN(CCCC)CCCC)cc1 | 40µM*!
CC(C)N1CC2(C1)C(=O)N(C)C(=O)[C@@H]1C[C@@H](O)CN12 | -1%[176 µM]
CN(C)C(=O)N1Cc2ccccc2OC2(CCN(C(=O)c3ccnc(N)c3)CC2)C1 | 6%[6.33 µM]
CCc1nc2c(c(-c3ccc(OC)cc3)n1)CN(C(=O)c1ccc(C)cc1)CC2 | ?
COCCOC1CCOC2(CCN(S(=O)(=O)Cc3ccccc3)CC2)C1 (configuration not stated) | 44%[activator]
CCOc1ccccc1CN1CCC2(CCN(C(=O)OC)CC2)Oc2ccccc21 | ?
CC(=O)Nc1ccc(C2(C(=O)NCc3ccc(F)c(Cl)c3)CCC2)cc1 | 31%
COc1cccc(N2C(=O)NC(=NC3CCCC3)C23CCCN(Cc2ccsc2)C3)c1 (configuration not stated) | ?
CCOC(=O)[C@]12CCCCC/C=C\1N(CCc1ccc(Cl)cc1)C(=O)[C@H]2CC(=O)NCC1CCCCC1 | -28%
O=C(Nc1nccs1)C1CC(=O)N(c2n[nH]c3cccc(F)c23)C1 (configuration not stated) | 32%
COc1ccc(NC(=O)O[C@@H]2CO[C@H]3[C@@H]2OC[C@@H]3NS(=O)(=O)Cc2ccccc2)cc1 | ?
CC1=C(C(=O)N(C)C)C(c2ccc(Cl)cc2)N2C(CC(=O)NCc3ccccc3)=CSC2=N1 (configuration not stated) | 12%
CCOC(=O)C1(Cc2ccc(F)cc2)CCCNC1 (configuration not stated) | 10%
COc1cc(OC)cc(-c2onc(C)c2C(=O)NCc2ccc(F)c(F)c2)c1 | 30%[activator]
COC(=O)[C@@H](N[C@H](/C=C/c1ccccc1)[C@@H](O)Cc1ccccc1)c1ccccc1 | 1%
COc1ccc(C(=O)N2CCc3ccc(C(=O)NCc4ccccc4C)cc32)cc1 | 52%[activator]
O=C1[C@@H]2C[C@@H](CN2Cc2ccccc2)Oc2ccccc2N1CC1CC1 | -1%[176 µM]

Of the compounds above, these have a COOH group.
SMILES | ALOX12 inh
O=C(O)[C@H](Cn1ccc(=O)[nH]c1=O)NC1CCC1 | 16%[176 µM]
C[C@@H](NC(=O)c1ccc2c(c1)OCO2)c1onc(-c2ccc(Cl)cc2)c1C(=O)O | 7%[176 µM]

Other entries
SMILES | ALOX12 inh
O=C(NCCCc1ccccc1)c1nnn2c1COC(c1ccc(Br)cc1)C2 (configuration not stated) | 31%[activator]
CCC(CC)NC(=O)C1CCCN(C(=O)c2ccccc2)CCC(=O)NCC1 (configuration not stated) | 40%[activator]
CCNC(=O)NC[C@H]1O[C@H](Cc2cc(CN(C)Cc3ccccc3)on2)CC[C@@H]1O | 29%[176 µM]
COc1ccc(Nc2cnc3ccc(-c4ccc(OC)c(OC)c4)nn23)cn1 | 18%[176 µM]
CC(C)C(=O)N1CCC(N2C(=O)C3(CCCC3)C2c2ccccc2)CC1 (configuration not stated) | 3%
COc1ccc(N2C(=O)c3[nH]nc(-c4ccccc4)c3C2c2ccc(F)cc2)cc1 (configuration not stated) | 0%
O=C(NC1CCCCC1)c1ccc(CN2C(=O)NC3(CCS(=O)(=O)CC3)C2=O)cc1 | 16%
COc1cc(NC(=O)N2CC[C@H](c3nc4ccccc4o3)C2)cc(OC)c1 | -20%[176 µM]
COc1cc2c(c(OC)c1OC)CC(c1ccccc1)=C(c1ccccc1)CC2NC(=O)C(F)(F)F (configuration not stated) | -13%
CC(=O)N1CCN(c2ccc3nnc(-c4cc(C(=O)N(C)C)ccn4)n3n2)CC1 | ?
O=C(NCCc1cnccn1)c1cccc(S(=O)(=O)NC2CCOC2)c1 (configuration not stated) | 1%
COc1ccc(C(=O)N2CCN(C(=O)C3CCCCC3)C[C@@H]2C(=O)N[C@H]2CCCNC2=O)cc1 | 6%
CN1C(=O)CCC2(CNC(=O)c3ccco3)CCCC=C12 (configuration not stated) | 11%
C[C@@H]1CN([C@@H](C)CO)C(=O)CCCn2nncc2CO[C@H]1CN(C)Cc1ccc(O)cc1 | 2%
O=C(Cc1c[nH]c2ncc(-c3ccccc3)cc12)NC1CC1 | 5%[176 µM]
C=CCN(C)C(=O)[C@@H](C)C1CC[C@@]2(C)Cc3sc(NC(=O)C4CC4)nc3[C@@H](C)[C@@H]2[C@H]1O (some centres not stated) | 6%
CCC(C(=O)NCc1nnc2c(-c3nc(C)no3)cccn12)c1ccccc1 (configuration not stated) | 72%[activator]
Cc1cc(C(=O)N[C@H](C)c2onc(C)c2C(=O)O)no1 | 1%[176 µM]
Cc1nc(-c2ccc(F)cc2)n(CC(=O)Nc2ccc3c(c2)OCO3)c(=O)c1CCO | -19%
COc1cc(OC)cc(C(=O)N2CCN(c3cc(-c4ccc(Cl)cc4)[nH]n3)CC2)c1 | 17%

Fetched by structure from the entries so far, 7 records:
SMILES | ALOX12 inh
CN1C(=O)CCC2(CNC(=O)c3ccco3)CCCC=C12 (configuration not stated) | 11%
Cc1cc(C(=O)N[C@H](C)c2onc(C)c2C(=O)O)no1 | 1%[176 µM]
CCC(C(=O)NCc1nnc2c(-c3nc(C)no3)cccn12)c1ccccc1 (configuration not stated) | 72%[activator]
Cc1nc(-c2ccc(F)cc2)n(CC(=O)Nc2ccc3c(c2)OCO3)c(=O)c1CCO | -19%
O=C(Cc1c[nH]c2ncc(-c3ccccc3)cc12)NC1CC1 | 5%[176 µM]
C=CCN(C)C(=O)[C@@H](C)C1CC[C@@]2(C)Cc3sc(NC(=O)C4CC4)nc3[C@@H](C)[C@@H]2[C@H]1O (some centres not stated) | 6%
COc1cc(OC)cc(C(=O)N2CCN(c3cc(-c4ccc(Cl)cc4)[nH]n3)CC2)c1 | 17%

Additional results follow:
SMILES | ALOX12 inh
O=C1Cc2c(-c3ccccc3Cl)n[nH]c2CN1Cc1ccccc1 | 38%[176 µM]
COc1ccc(CC(=O)N2CCC(c3n[nH]c(=O)n3-c3ccc(C)cc3)CC2)cc1Cl | 23%
COc1ccccc1-c1noc(CCC(=O)N2CCc3c(nc4cc(-c5ccccc5)[nH]n4c3=O)C2)n1 | 11%
COc1ccccc1NC(=O)c1c(C)oc2ccn(Cc3ccc(F)cc3)c(=O)c12 | 32%[activator]
